Compound activity from PubChem.
PRC2 inh = EZH2 (human) methyltransferase inhibition; Q15910; AID 651548; inhibition, % at 12.5 µM; PRC2 H3K27 methylation, DELFIA TRF, 1 h; 57,000 tested, 0.35% active;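 active = mean inhibition of replicates at least 50% and every single replicate also reaching 50%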;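 also: dimethyl H3K27 on biotinylated H3 21-44 peptide detected by antibody; plate controls were median neutral control wells for no effect and median positive control wells for full effect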
Target sequence (Q15910 whole entry, looked up): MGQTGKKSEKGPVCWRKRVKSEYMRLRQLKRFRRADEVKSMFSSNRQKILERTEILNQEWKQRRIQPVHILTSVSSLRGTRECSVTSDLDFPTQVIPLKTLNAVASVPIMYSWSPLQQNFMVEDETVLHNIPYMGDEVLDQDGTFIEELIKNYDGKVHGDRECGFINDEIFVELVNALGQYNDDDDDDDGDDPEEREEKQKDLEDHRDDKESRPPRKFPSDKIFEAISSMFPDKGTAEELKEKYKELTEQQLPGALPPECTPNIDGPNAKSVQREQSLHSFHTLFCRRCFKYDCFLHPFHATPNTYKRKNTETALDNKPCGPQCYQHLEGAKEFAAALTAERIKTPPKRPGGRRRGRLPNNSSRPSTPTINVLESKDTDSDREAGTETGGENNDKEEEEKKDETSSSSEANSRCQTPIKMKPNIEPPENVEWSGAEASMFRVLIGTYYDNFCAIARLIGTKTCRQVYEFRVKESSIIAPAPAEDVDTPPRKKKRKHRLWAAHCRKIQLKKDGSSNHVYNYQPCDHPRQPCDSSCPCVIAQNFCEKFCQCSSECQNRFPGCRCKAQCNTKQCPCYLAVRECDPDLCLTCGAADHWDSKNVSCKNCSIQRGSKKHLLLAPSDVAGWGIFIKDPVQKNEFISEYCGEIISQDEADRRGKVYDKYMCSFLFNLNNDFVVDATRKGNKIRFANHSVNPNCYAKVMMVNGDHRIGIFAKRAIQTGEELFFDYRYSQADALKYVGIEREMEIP
IDH1 R132H inh = IDH1 R132H (human) inhibition; IDH1 R132H reductase, diaphorase/resazurin fluorescence, 60 min; 70,000 tested, 0.18% active; inhibition, % at 10 µM; O75874; AID 624101; in the data active = inhibition above about 34%;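 also: 0% = DMSO and 100% = no enzyme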
* = called active by the depositor; · = no result given; & = joins results of further samples. An excerpt, so the mix of outcomes need not match the whole.

SMILES	PRC2 inh	IDH1 R132H inh
C[C@@H]1CN([C@@H](C)CO)C(=O)CCCn2nncc2CO[C@@H]1CN(C)S(=O)(=O)c1cccs1	·	-1.9
C[C@H](CO)N1C[C@H](C)[C@H](CN(C)S(=O)(=O)c2cn(C)cn2)Oc2ccc(NS(=O)(=O)c3cn(C)cn3)cc2C1=O	·	-1.8
O=S(=O)(NCc1ccc(Cl)cc1)c1cnc[nH]1	·	0.6
C[C@H]1CN([C@@H](C)CO)C(=O)CCCn2nncc2CO[C@H]1CN(C)Cc1cccc(C(=O)O)c1	·	4.3
C[C@H]1CN([C@@H](C)CO)C(=O)c2cccc(NS(C)(=O)=O)c2O[C@H]1CN(C)Cc1ccc(-c2ccccc2)cc1	-1.4	·
COc1ccc(OC)c2c(C)cc(=O)[nH]c12	3.5	-0.9
COCCNC(=O)C[C@H]1C[C@H]2c3cc(NC(=O)Nc4ccc(C(F)(F)F)cc4)ccc3O[C@H]2[C@@H](CO)O1	-0.6	0.6
C[C@H](CO)N1C[C@H](C)[C@H](CN(C)Cc2ccc(Cl)c(Cl)c2)Oc2ccc(NC(=O)Cc3cn(C)c4ccccc34)cc2C1=O	·	0.8
COc1ccc(/C=C/c2cc(OC)cc3c2CCC(C)(C)O3)cc1	·	1.5
COc1ccc(-c2cnc3c(c2)C(=O)N([C@H](C)CO)C[C@H](C)[C@@H](CN(C)C(=O)C2CC2)O3)cc1	-13.2	·
C[C@H](CO)N1C[C@H](C)[C@H](CN(C)CC2CCCCC2)Oc2ccc(NS(=O)(=O)c3cn(C)cn3)cc2C1=O	·	2.1
CN1C(=O)c2cccc3c(S(=O)(=O)Nc4ccc(O)c(C(=O)O)c4)ccc1c23	-29.0	-1.6
C[C@@H]1CN([C@@H](C)CO)C(=O)c2cccc(NC(=O)c3ccncc3)c2O[C@H]1CN(C)C(=O)Nc1cccc2ccccc12	-3.4	-0.8
CO[C@H]1O[C@H](CO)[C@@H](OC(=O)Nc2ccc3c(c2)OCO3)[C@@H]2OC(=O)[C@@H](Cc3ccccc3)C/C=C/C[C@H](Cc3ccccc3)C(=O)O[C@@H]12	-4.6	·
C[C@H](CO)N1C[C@H](C)[C@H](CN(C)C(=O)Nc2ccccc2)Oc2ccc(NS(=O)(=O)c3ccccc3)cc2C1=O	-1.2	1.6
O=C(C[C@@H]1C[C@@H]2c3cc(NC(=O)NC4CCCCC4)ccc3O[C@@H]2[C@H](CO)O1)NCc1ccccc1	-22.3	0.3
C[C@H]1CN([C@@H](C)CO)C(=O)Cc2cc(NC(=O)C3CC3)ccc2O[C@H]1CN(C)C(=O)Nc1ccccc1	·	-2.5
C[C@H]1CN([C@@H](C)CO)C(=O)c2cc(N(C)C)ccc2O[C@@H]1CN(C)S(=O)(=O)c1cccs1	1.7	-0.4
C[C@@H]1CN([C@@H](C)CO)C(=O)Cc2cc(NC(=O)CCCN(C)C)ccc2O[C@H]1CN(C)Cc1ccc(Oc2ccccc2)cc1	-19.7	4.9
O=C(NCC[C@H]1CC[C@H](NS(=O)(=O)c2ccc(Cl)cc2)[C@H](CO)O1)c1ccc2c(c1)OCO2	-1.4	-0.4
C[C@@H]1CN([C@@H](C)CO)C(=O)c2cc(Br)cnc2O[C@@H]1CN(C)Cc1ccncc1	-8.1	0.6
O=C(N[C@H]1CC[C@@H](CCNS(=O)(=O)c2ccc(Cl)cc2)O[C@@H]1CO)c1ccccn1	3.2	-0.1
CC(C)NC(=O)Nc1ccc2c(c1)C(=O)N([C@H](C)CO)C[C@H](C)[C@H](CN(C)C(=O)Nc1cccc3ccccc13)OCCCC[C@@H](C)O2	·	2.9
CCOC(=O)CSc1n[nH]c(-c2ccc(Cl)cc2)n1	4.8	1.3
CN=C(NC#N)NCCSCc1nc[nH]c1C	·	2.0&2.3
COCCn1c(-c2ccccc2)nc(=S)c2c1CC(C)(C)OC2	14.2	0.2
COC(=O)[C@H]1COC(c2ccc(OCCCO)cc2)=N1	6.0	0.1
C[C@H](CO)N1C[C@H](C)[C@@H](CN(C)C(=O)Nc2ccc(C(F)(F)F)cc2)Oc2ccc(NC(=O)CCCCCC(=O)Nc3ccccc3N)cc2CC1=O	·	1.6
COCC(=O)N1C[C@@H](C)[C@H](OC)CN(C)C(=O)c2ccc(NC(=O)c3cc(C)on3)cc2OC[C@H]1C	-10.5	-0.2
CCC(=O)N[C@H]1C=C[C@@H](CC(=O)NCCN2CCCCC2)O[C@H]1CO	17.4	0.2

Two entries from above, with bars between the fields:
Compound | PRC2 inh | IDH1 R132H inh
O=C(N[C@H]1CC[C@@H](CCNS(=O)(=O)c2ccc(Cl)cc2)O[C@@H]1CO)c1ccccn1 | 3.2 | -0.1
CC(C)NC(=O)Nc1ccc2c(c1)C(=O)N([C@H](C)CO)C[C@H](C)[C@H](CN(C)C(=O)Nc1cccc3ccccc13)OCCCC[C@@H](C)O2 | · | 2.9

(further entries)
SMILES	PRC2 inh	IDH1 R132H inh
CC(C)C#Cc1ccc2c(c1)O[C@H](CN(C)C(=O)c1cnccn1)[C@@H](C)CN([C@H](C)CO)S2(=O)=O	-8.2	-1.2
C[C@@H]1CN([C@@H](C)CO)C(=O)Cc2cc(NC(=O)Nc3ccccc3)ccc2O[C@H]1CN(C)C(=O)Nc1ccccc1	-10.0	-2.6
C[C@@H]1CCCCO[C@@H](CN(C)C)[C@H](C)CN([C@H](C)CO)C(=O)c2cc(NC(=O)c3ccccc3)ccc2O1	-0.7	2.0
C[C@@H]1CN([C@@H](C)CO)C(=O)c2cc(NC(=O)Nc3ccc4c(c3)OCO4)ccc2O[C@@H]1CN(C)C(=O)Nc1ccc(F)cc1	·	0.3
COCc1cn(CC[C@@H]2CC[C@@H](NC(=O)c3ccc(F)cc3)[C@@H](CO)O2)nn1	-6.6	0.4
Cc1cc(N(CC(=O)Nc2ccc(F)cc2F)S(C)(=O)=O)ccc1Br	-11.2	-0.2
COc1ccccc1-c1cn(CC[C@@H]2CC[C@H](NC(=O)C3CC3)[C@H](CO)O2)nn1	3.9	-0.4
C[C@@H]1CN([C@H](C)CO)C(=O)c2cccc(NC(=O)c3cnccn3)c2O[C@H]1CN(C)Cc1ccc(Oc2ccccc2)cc1	-11.3	·
CCCC(=O)Nc1ccc2c(c1)C(=O)N(C)C[C@@H](OC)[C@@H](C)CN(C(=O)CC1CC1)[C@H](C)CO2	1.9	0.2
C[C@@H]1CN([C@H](C)CO)C(=O)Cc2cc(NS(=O)(=O)c3ccccc3)ccc2O[C@H]1CN(C)C(=O)Nc1cccc2ccccc12	·	-1.3

5 of the compounds above, in markdown.
| SMILES | PRC2 inh | IDH1 R132H inh |
| --- | --- | --- |
| C[C@@H]1CCCCO[C@@H](CN(C)C)[C@H](C)CN([C@H](C)CO)C(=O)c2cc(NC(=O)c3ccccc3)ccc2O1 | -0.7 | 2.0 |
| Cc1cc(N(CC(=O)Nc2ccc(F)cc2F)S(C)(=O)=O)ccc1Br | -11.2 | -0.2 |
| COCc1cn(CC[C@@H]2CC[C@@H](NC(=O)c3ccc(F)cc3)[C@@H](CO)O2)nn1 | -6.6 | 0.4 |
| C[C@@H]1CN([C@H](C)CO)C(=O)c2cccc(NC(=O)c3cnccn3)c2O[C@H]1CN(C)Cc1ccc(Oc2ccccc2)cc1 | -11.3 | · |
| C[C@@H]1CN([C@@H](C)CO)C(=O)c2cc(NC(=O)Nc3ccc4c(c3)OCO4)ccc2O[C@@H]1CN(C)C(=O)Nc1ccc(F)cc1 | · | 0.3 |

Next section.
SMILES	PRC2 inh	IDH1 R132H inh
COc1ccc(NC(=O)Nc2ccc3c(c2)C(=O)N([C@@H](C)CO)C[C@H](C)[C@H](CN(C)Cc2ccc(C(=O)O)cc2)O3)cc1	·	-1.2
COc1ccccc1-c1cnc2c(c1)C(=O)N([C@H](C)CO)C[C@@H](C)[C@H](CN(C)CC1CCOCC1)O2	9.1	0.4
COc1ccc(NC(=O)Nc2ccc3c(c2)[C@H]2C[C@H](CC(=O)O)O[C@H](CO)[C@H]2O3)cc1	-0.9	-2.0
O=C(CN1CCOCC1)NCC[C@@H]1CC[C@@H](NS(=O)(=O)c2ccc(Cl)cc2)[C@@H](CO)O1	3.4	0.1
O=C(NCC[C@H]1CC[C@@H](NC(=O)c2ccccc2F)[C@@H](CO)O1)c1cnccn1	10.5	0.0
Cc1cccc(CN(C)C[C@@H]2OCc3cnnn3CCCC(=O)N([C@H](C)CO)C[C@@H]2C)c1	2.5	0.2
CCCNC(=O)N(C)C[C@H]1Oc2cc(C#CCN(C)C)ccc2S(=O)(=O)N([C@@H](C)CO)C[C@H]1C	-14.1	-1.5
COc1ccccc1C#Cc1cnc2c(c1)C(=O)N([C@@H](C)CO)C[C@@H](C)[C@H](CN(C)S(=O)(=O)c1cn(C)cn1)O2	-14.0	·
CC(C)NC(=O)N(C)C[C@@H]1Oc2cc(C3=CCCCC3)ccc2S(=O)(=O)N([C@@H](C)CO)C[C@H]1C	5.8	·
O=C(O)C[C@H]1C[C@@H]2c3cc(NC(=O)c4ccc5c(c4)OCO5)ccc3O[C@@H]2[C@H](CO)O1	-7.9	-0.1
COC(=O)CCCCCCC(=O)N/N=C/c1cccc2ccccc12	28.4	·
C[C@H](CO)N1C[C@H](C)[C@@H](CN(C)C)OCCCC[C@H](C)Oc2ccc(NS(=O)(=O)c3cccs3)cc2C1=O	·	0.3
Cc1ccc(-c2ccc3c(c2)O[C@H](CN(C)Cc2cccc(C(=O)O)c2)[C@@H](C)CN([C@H](C)CO)S3(=O)=O)cc1	26.7	0.1
C[C@@H]1CN([C@H](C)CO)C(=O)c2cc(-c3ccc(F)cc3)cnc2O[C@@H]1CN(C)C(=O)NC1CCCC1	·	-0.3
O=C(N/N=C/c1ccccc1)c1ccccc1O	-5.7	1.4
COC(=O)c1cc(OC)c(OC)cc1NC(=O)COc1ccc(OC)cc1	-4.7	0.3
C/C=C/c1cnc2c(c1)C(=O)N([C@@H](C)CO)C[C@H](C)[C@H](CN(C)Cc1ccc3c(c1)OCO3)O2	4.7	-0.3
CCn1c(SCC(=O)Nc2ccc(Br)cc2)nnc1-c1ccccc1	2.7	0.0
C[C@H](NC(=O)C[C@H]1C[C@@H]2c3cc(NS(C)(=O)=O)ccc3O[C@@H]2[C@@H](CO)O1)c1ccccc1	4.8	1.5
CC(C)NC(=O)N(C)C[C@H]1Oc2ccc(NC(=O)C3CC3)cc2C(=O)N([C@H](C)CO)C[C@H]1C	11.1	0.5
COc1ccccc1C1CC(c2ccc(C)cc2)=NN1C(=O)CCC(=O)O (centres undefined)	-10.8	0.7
Cc1[nH]cnc1/C=N/NC(=O)CCCCC(=O)NO	10.1	-0.8
C[C@H](CO)N1C[C@H](C)[C@H](CN(C)C(=O)CC2CC2)Oc2cc(C3=CCCCC3)ccc2S1(=O)=O	-4.6	-4.1
C[C@@H]1CN([C@@H](C)CO)C(=O)Cc2cc(NC(=O)C3CC3)ccc2O[C@H]1CN(C)S(C)(=O)=O	-7.5	4.5
C[C@H](CO)N1C[C@H](C)[C@@H](CN(C)Cc2ccccc2)Oc2ccc(NC(=O)Cc3cn(C)c4ccccc34)cc2CC1=O	-45.9	-0.3
COC(=O)c1ccccc1NC(=O)Cc1coc2cc(C)cc(C)c12	14.9	0.9
CO[C@H]1CC[C@@H]2CCN(C)C(=O)[C@@H](C)[C@@H](OC)CN(C)C(=O)c3cc(C#N)ccc3OC[C@@H]1O2	-5.9	-0.2
C[C@@H]1CN([C@@H](C)CO)C(=O)c2cc(-c3cccc(C#N)c3)cnc2O[C@@H]1CN(C)Cc1cccnc1	14.2	-0.3
COc1ccc(C#Cc2ccc3c(c2)[C@]2(C(=O)N3)[C@H](C(N)=O)[C@H]3C(=O)O[C@H](c4ccccc4)[C@H](c4ccccc4)N3[C@@H]2c2ccc(O)cc2)cc1	-58.6	-0.2
C[C@@H]1CN([C@H](C)CO)C(=O)c2cc(C#Cc3ccccn3)cnc2O[C@@H]1CN(C)C(=O)c1ccccn1	4.5	2.5
O=c1c(O[C@@H]2O[C@H](CO)[C@@H](O)[C@H](O)[C@H]2O)c(-c2ccc(O)c(O)c2)oc2cc(O)cc(O)c12	58.2*	-9.4
CCCC#Cc1cnc2c(c1)C(=O)N([C@@H](C)CO)C[C@@H](C)[C@H](CN(C)S(=O)(=O)c1cccc(OC)c1)O2	4.7	·
C[C@H](CO)N1C[C@H](C)[C@H](CN(C)CC2CCOCC2)Oc2cc(C3=CCCC3)ccc2S1(=O)=O	-2.3	0.7
CC(C)CC#Cc1cnc2c(c1)C(=O)N([C@@H](C)CO)C[C@H](C)[C@@H](CN(C)Cc1cccc(F)c1)O2	34.2	-2.0
Clc1ccc2nc(-c3cccnc3)c(Nc3ccccc3)n2c1	-0.9	-0.9
C[C@@H]1CN([C@@H](C)CO)C(=O)c2cc(C#CC(C)(C)O)cnc2O[C@H]1CN(C)C(=O)C1CCCCC1	-18.7	·
Cc1noc(C)c1S(=O)(=O)N(C)C[C@@H]1Oc2ccc(NC(=O)CCCCCC(=O)Nc3ccccc3N)cc2CC(=O)N([C@H](C)CO)C[C@H]1C	3.2	·
CC(C)CC#Cc1ccc2c(c1)O[C@@H](CN(C)Cc1ccccc1F)[C@@H](C)CN([C@H](C)CO)S2(=O)=O	·	-1.7
C[C@H](CO)N1C[C@H](C)[C@H](CN(C)Cc2ccc(C(=O)O)cc2)Oc2ccc(NC(=O)Nc3ccc4c(c3)OCO4)cc2C1=O	·	-6.9
C[C@@H]1CN([C@@H](C)CO)C(=O)c2cc(NC(=O)NC3CCCCC3)ccc2O[C@@H]1CN(C)C(=O)Nc1ccc(C(F)(F)F)cc1	-25.4	0.1
CCN(CC)C(=O)N1CCN(C)CC1	·	-3.6
C[C@H](CO)N1C[C@H](C)[C@@H](CN(C)S(=O)(=O)c2ccc(F)cc2)Oc2ccc(NS(=O)(=O)c3cccs3)cc2CC1=O	·	2.0
O=C(C[C@H]1C=C[C@H](NC(=O)C2CCC2)[C@H](CO)O1)Nc1nccs1	2.2	-0.4
COc1cc(NC(=O)c2cnn3c(C(F)(F)F)cc(-c4ccco4)nc23)c(OC)cc1Cl	-1.6	0.1
